Source: PubChem BioAssay
Tau FP inhib: qHTS for Inhibitors of Tau Fibril Formation, Fluorescence Polarization. 0.39% of 280,000 active. Potency, µM (highest dose often 57.7 µM), inactives show at the highest dose activity, negative = inhibition, most hits filed as inhibitors. K18 P301L tau heparin fibrillization, Alexa594 FP, 6 h. Microtubule-associated protein tau (Homo sapiens), P10636; further: on the % scale 0 is the no-effect control and ±100 the full control effect; nearly all actives have a fitted effect of over 55% in size
Target sequence (P10636 561-689 P618L limits assumed): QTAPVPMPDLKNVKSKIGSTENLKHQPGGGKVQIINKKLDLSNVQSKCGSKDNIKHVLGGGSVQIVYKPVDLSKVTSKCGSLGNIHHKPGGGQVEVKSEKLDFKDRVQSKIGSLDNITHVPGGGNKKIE
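Recombinant K18 P301L […], labeled with Alexa 594 at 0.24 uM over 15 uM unlabeled; heparin inducer 20 uM final; 37 C, 6 hr; FP endpoint.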
ALDH1A1 block: qHTS Assay for Inhibitors of Aldehyde Dehydrogenase 1 (ALDH1A1); Aldehyde dehydrogenase 1A1 (Homo sapiens), P00352; 7.3% of 220,000 active; AID 1030, 2008; Purified ALDH1A1, NADH fluorescence, propionaldehyde substrate; Potency, µM (series often up to 75.3 µM), for inactives: top-dose activity, negative = inhibition, hits mostly inhibitors; active means well fitted inhibition curve with a large enough effect, not every such curve was filed as active; inconclusive means small, poorly fitted or top-dose-only effect, or another doubt; inactive means no such curve, though single readings can be large or run the other way;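 further: plate controls were no enzyme wells and a reference inhibitor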
Target sequence (P00352 whole entry, looked up): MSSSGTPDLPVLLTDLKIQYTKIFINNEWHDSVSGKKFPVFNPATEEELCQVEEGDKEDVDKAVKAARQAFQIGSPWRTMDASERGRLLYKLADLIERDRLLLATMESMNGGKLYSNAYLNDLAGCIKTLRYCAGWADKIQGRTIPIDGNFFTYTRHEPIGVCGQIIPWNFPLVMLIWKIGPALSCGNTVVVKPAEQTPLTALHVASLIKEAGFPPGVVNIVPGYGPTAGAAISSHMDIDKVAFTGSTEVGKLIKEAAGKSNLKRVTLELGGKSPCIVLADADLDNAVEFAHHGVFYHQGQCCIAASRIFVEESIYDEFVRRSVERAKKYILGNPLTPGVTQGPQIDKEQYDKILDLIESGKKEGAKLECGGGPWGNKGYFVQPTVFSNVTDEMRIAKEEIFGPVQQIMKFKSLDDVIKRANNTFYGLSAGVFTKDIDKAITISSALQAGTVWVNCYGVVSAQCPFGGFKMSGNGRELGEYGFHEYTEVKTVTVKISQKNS
SMN2 splice enh: qHTS Assay for Enhancers of SMN2 Splice Variant Expression; 2.8% of 210,000 active; HEK293 SMN2-luciferase splicing reporter, luminescence, 30-36 h; Potency, µM (doses to about 46.1 µM), without a hit: at the top dose activity change, positive = activation, actives largely listed as activators; further: % of control where 0% means no effect; nearly all actives have a fitted effect of over 55% in size
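HEK293 cells carry an SMN2 minigene-luciferase reporter in which exon 7 inclusion puts luciferase in frame. Cells were seeded at 2000 cells/well, attached for 10-12 hours, then exposed to compounds for 30-36 hours at 37C before ONE-Glo luminescence.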
HTT aggregate: qHTS Multiplex Assay to Identify Dual Action Probes in a Cell Model of Huntington: Aggregate Formation (GFP) | AID 1688, 2009 | Potency, µM (top dose mostly 46.1 µM), for the others: at the highest dose activity change, negative = inhibition, most hits filed as inhibitors | 1.1% of 220,000 active | PC12 HttQ103-GFP aggregates, Acumen cytometry, 40 h; further: on the % scale 0 is the no-effect control and ±100 the full control effect; nearly all actives have a fitted effect of over 60% in size
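Multiplexed with ATP-based cell death, this channel scores GFP aggregates in PC12 cells expressing inducible HTTex1-Q103-GFP. Induction used 100 nM tebufenozide; compounds were tested in concentration series.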
HTT cytoprotect: qHTS Multiplex Assay to Identify Dual Action Probes in a Cell Model of Huntington: Cytoprotection (ATP). PC12 HTT-Q103 induced, cytoprotection, ATP luminescence, 40 h. Potency, µM (doses to about 56.4 µM), for inactives: cytoprotection (ATP increase), hits mostly activators. 0.14% of 230,000 active;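 further: % of control where 0% means no effect; nearly all actives have a fitted effect of over 45% in size; toxic huntingtin expression switched on by the ecdysone agonist tebufenozide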
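PC12 cells stably carrying ecdysone-inducible Htt exon 1 (Q103)–GFP were induced with 100 nM tebufenozide (final) alongside library compounds in a dose series. Cytoprotection was scored as retained ATP by ATPlite luminescence.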
Tau ThT inhib: qHTS for Inhibitors of Tau Fibril Formation, Thioflavin T Binding; Microtubule-associated protein tau (Homo sapiens), P10636; recombinant tau K18 P301L, heparin-induced fibrillization, ThT fluorescence; Potency, µM (top dose mostly 57.4 µM), for the others: at the highest dose activity, negative = inhibition, most hits filed as inhibitors; 2.1% of 270,000 active; further: on the % scale 0 is the no-effect control and ±100 the full control effect; nearly all actives have a fitted effect of over 55% in size
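In this qHTS, human K18 P301L tau is incubated with compound and heparin for 6 hr at 37 C, and Thioflavin T fluorescence then reports fibril load.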
JMJD2E inh: qHTS Assay for Inhibitors of Human Jumonji Domain Containing 2E (JMJD2E); JMJD2E catalytic domain, FDH-coupled NADH fluorescence (FDH is formaldehyde dehydrogenase); 1.6% of 230,000 active; Potency, µM (top dose mostly 57.1 µM), for inactives: at the top dose activity change, negative = inhibition, usual class: inhibitors; Lysine-specific demethylase 4E (Homo sapiens), B2RXH2; AID 2147, 2009; active means well fitted inhibition curve with a large enough effect, not every such curve was filed as active; inconclusive means small, poorly fitted or top-dose-only effect, or another doubt; inactive means no such curve, though single readings can be large or run the other way;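 further: 0% = wells with enzyme and -100% = buffer wells without enzyme; nearly all actives have a fitted effect of over 50% in size; many of its hits are not listed in these tables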
Target sequence (B2RXH2 1-337 limits assumed): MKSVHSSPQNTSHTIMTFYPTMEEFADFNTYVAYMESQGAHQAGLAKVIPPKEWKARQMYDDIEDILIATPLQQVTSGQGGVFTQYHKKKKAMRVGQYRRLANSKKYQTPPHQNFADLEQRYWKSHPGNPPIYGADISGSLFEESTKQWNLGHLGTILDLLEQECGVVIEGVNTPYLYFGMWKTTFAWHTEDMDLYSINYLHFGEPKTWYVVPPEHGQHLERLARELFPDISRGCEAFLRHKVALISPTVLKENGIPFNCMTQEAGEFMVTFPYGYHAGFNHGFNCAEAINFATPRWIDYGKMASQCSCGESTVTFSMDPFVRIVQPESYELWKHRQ
Tau fluor counter: Counterscreen qHTS for Inhibitors of Tau Fibril Formation, Fluorescence Polarization; tau K18 P301L Alexa594 fluorescence, heparin fibrillization; Potency, µM (highest dose often 57.7 µM), for the others: at the highest dose activity change, negative = decrease; 0.93% of 280,000 active; AID 1463, 2008; further: on the % scale 0 is the no-effect control and ±100 the full control effect; nearly all actives have a fitted effect of over 55% in size
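Human tau K18 P301L (15 uM unlabeled, 0.24 uM Alexa 594-labeled) in 100 mM sodium acetate pH 7 with 20 uM heparin, 6 hr at 37 C. ThT 30 uM added, 1 hr ambient; Alexa 594 FP and total fluorescence read at 555/632 nm.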
* marks the source's active call; other numbers are inactive results; ? = inconclusive; / = no result given; [ ] = dose if it differs, or a comment. Unless noted, the call rests on the fitted dose curve; in most records, active means well fitted curve in the direction sought with a large enough effect; inconclusive means small, poorly fitted or top-dose-only effect, or another doubt; inactive means no such curve, though single readings can be large; an effect the other way counts as inactive or inconclusive. Potency means the concentration at half of the fitted maximal effect.

The opening 2 compounds as a preview:
The line under a structure holds: HTT aggregate	Tau FP inhib	HTT cytoprotect	Tau fluor counter	Tau ThT inhib	ALDH1A1 block	SMN2 splice enh	JMJD2E inh
> CC(C)N(c1ccccc1)c1ccc(NC(=O)C2CCCO2)cc1 (stereo not given)
 : -5%	4%	1%[10 µM]	-6%	-9%	?	-13%	1%
> CC(OC(=O)c1ccc(NS(=O)(=O)c2ccc3[nH]c(=O)[nH]c3c2)cc1)C(=O)Nc1cccc(Cl)c1Cl (stereo not given)
 : -9%[9.22 µM]	?	-11%[10 µM]	-30%	-1%	/	/	-4%

The listing, repeating the preview:
The line under a structure holds: HTT aggregate	Tau FP inhib	HTT cytoprotect	Tau fluor counter	Tau ThT inhib	ALDH1A1 block	SMN2 splice enh	JMJD2E inh
> CC(C)N(c1ccccc1)c1ccc(NC(=O)C2CCCO2)cc1 (stereo not given)
 : -5%	4%	1%[10 µM]	-6%	-9%	?	-13%	1%
> CC(OC(=O)c1ccc(NS(=O)(=O)c2ccc3[nH]c(=O)[nH]c3c2)cc1)C(=O)Nc1cccc(Cl)c1Cl (stereo not given)
 : -9%[9.22 µM]	?	-11%[10 µM]	-30%	-1%	/	/	-4%
> CCOC(=O)NC(=O)CSc1nnnn1-c1ccccc1
 : -9%	-5%	-3%	1%	-4%	?	?	11%
> CCOC(=O)N1CCN(CC(=O)N2c3ccccc3CC2C)CC1 (stereo not given)
 : 10%	2%	5%	1%	0%	?	-1%	?
> O=C(OCc1nc2ccccc2s1)C1CCN(C2=NS(=O)(=O)c3ccccc32)CC1
 : 0%	3%	-9%	-12%	?	12%	18%	2%
> COc1ccc(-n2nc(C(C)=O)c(=O)[nH]c2=O)cc1
 : 31%	6%	-1%	3%	6%	-1%	-8%	0%
> CC(C)(C)n1nnnc1C(c1cccs1)N1CCN(C(=O)c2ccco2)CC1 (stereo not given)
 : -1%	-15%	-2%[10 µM]	-9%	-10%	-11%	-9%	6%
> Cn1c(=O)oc2cc(S(=O)(=O)NC(Cc3ccccc3)C(=O)N3CCCCC3)ccc21 (stereo not given)
 : 12%	-8%	11%	-7%	-5%	?	3%	0%
> CCCCCCCc1c(O)nc(SCCN(C)C)[nH]c1=O
 : 11%[9.22 µM]	-4%	11%[10 µM]	-6%	-21%	/	/	?
> C=CCN=C1NN=C(c2cc(C)n(CC=C)c2C)CS1
 : -10%	-8%	-7%[10 µM]	-16%	?	?	-54%[inhibitor]	-21%
> CC(NC(=O)CN(C)Cc1cccs1)c1ccccc1 (stereo not given)
 : 14%	-1%	6%	4%	0%	-6%	-14%	2%
> COc1ccc(-c2nc(CSCC(=O)N3CCN(C(=O)c4ccco4)CC3)c(C)o2)cc1OC
 : -4%	-5%	-8%	-6%	-21%	20µM*	23%	?
> COc1ccc(CNCc2ccco2)cc1OCc1ccccc1
 : 3%	5%	-21%[10 µM]	-3%	-7%	11µM*	27%	4%
> Cc1cccc(-c2nnc(SCC(=O)NC3CCCCC3)o2)c1
 : /	-5%	/	-15%	-11%	/	-6%	/
> COc1cccc(CC2(CO)CCN(Cc3ccc(NC(C)=O)cc3)CC2)c1
 : -3%[9.22 µM]	-4%	0%[10 µM]	-9%	-9%	5%	/	-24%
> N/C(=N\OC(=O)C12CC3CC(CC(C3)C1)C2)c1ccccc1
 : 7%	1%	-8%	-4%	-10%	-1%	1%	4%
> Cc1ccccc1Cn1c2ccccc2c2cnn(CC(=O)NCc3cccc(Cl)c3)c(=O)c21
 : /	-14%	/	-15%	6%	/	-5%	/
> CCN(C(=O)CSc1nc(-c2ccccc2)c(-c2ccccc2)[nH]1)C1CCS(=O)(=O)C1 (stereo not given)
 : -13%	10%	7%	-9%	-5%	?	5%	?
> Cc1cc(C)c(S(=O)(=O)/N=C2/C=C(SCC(=O)O)C(=O)c3ccccc32)cc1C
 : 13µM*	10µM*	-159%[inhibitor]	?	7.1µM*	7.1µM*	-79%[inhibitor]	?
> CCc1nc2c(sc3nc4c(cc32)COC(C)(C)C4)c(=O)n1Cc1ccccc1
 : -9%	2%	-2%	1%	2%	0.71µM*	-34%[inhibitor]	0%
> CC(=O)Nc1c(O)nc(SCC(=O)Nc2cccc(C)c2)[nH]c1=O
 : ?	-1%	-53%[inhibitor][10 µM]	7%	12%	-7%	4%	-1%
> O=c1cc(-c2ccc([N+](=O)[O-])cc2)c2ccc(O)cc2o1
 : -2%	-1%	1%	-6%	0%	-15%	-7%	-11%
> CS(=O)(=O)Nc1cccc(C2=NN(C(=O)c3ccccc3Cl)C(c3ccccc3O)C2)c1 (stereo not given)
 : ?	-14%	23%[10 µM]	-25%	4%	?	?	0%
> O=C(Nc1ccc(Cl)cc1)c1cccnc1N1CCCCC1
 : 3%	6%	-4%[10 µM]	-15%	-7%	-1%	-27%	5%
> CCCCCCC(=O)N/N=C(\C)Cc1ccccc1
 : 3%	7%	?	1%	-5%	-2%	-2%[1.84 µM]	25%
> Cc1ccc(-n2nnnc2SCC(=O)Nc2ccccc2-c2ccccc2)cc1C
 : 8%	-3%	-9%[10 µM]	-2%	7%	?	-36%[inhibitor]	3%
> Cc1ccc(NC(=O)c2cc(-c3ccc(Br)s3)nc3ccccc23)cc1F
 : /	-19%	/	-11%	-2%	/	6%	/
> COc1ccc(CCn2cc3c(c2-c2ccc(Br)cc2)c(=O)n(C)c(=O)n3C)cc1OC
 : /	5%	/	-10%	-18%	/	-1%	/
> Cc1ccc(C)c(S(=O)(=O)N/N=C/c2ccc(C(=O)O)cc2)c1
 : -12%	-7%	-11%[10 µM]	-2%	-9%	7%	22%	1%
> Oc1ccc(Nc2nc(-c3ccc(O)cc3)cs2)cc1
 : ?	2%	-5%[10 µM]	14µM*[quencher]	6.3µM*	22µM*	22µM*	-21%
> CCC(C)NC(=O)c1ccccc1-c1ccccc1C(=O)NC(C)CC (stereo not given)
 : 0%[9.22 µM]	3%	-1%[10 µM]	-11%	-3%	-9%	/	3%
> O=C(CCN=C1NS(=O)(=O)c2ccccc21)N1CCc2ccccc2C1
 : -2%	-7%	/	3%	9%	15%	11%	-16%
> Cc1ccc(S(=O)(=O)Nc2ccc3c(c2)OCCO3)cc1
 : -21%	-4%	-11%	-13%	-5%	4%	-17%	4%
> CCNC(=S)NNC(=O)c1cc(-c2cccc(OC)c2)nc2ccccc12
 : -27%	17%	/	-10%	5%	-10%	?	?
> O=C(NNC(=S)NC1CCCCC1)c1sc2ccccc2c1Cl
 : 5%	?	-1%[10 µM]	?	?	22µM*	-18%	6%
> Cc1ccccc1Nc1nc(N)nc(CN2C(=O)NC3(CCCCC3C)C2=O)n1 (stereo not given)
 : 13%	1%	-14%	-2%	0%	-14%	6%	1%
> CNCCCCOc1ccccc1-c1ccccc1
 : 4%	5%	/	-9%	-3%	-10%	-12%	3%
> Cc1ccc(NS(=O)(=O)c2ccc(NC(=O)c3ccc(Br)o3)cc2)c(C)c1
 : ?	?	13%[10 µM]	?	-8%	-4%	-51%[inhibitor]	-7%
> COC(=O)c1ccc(C(=S)N2CCOCC2)cc1
 : 29%	-5%	-16%[0.074 µM]	-4%	-4%	10µM*	1%	3%
> COc1ccccc1NC(=O)Cc1noc(CSc2cc(C)c3ccccc3n2)n1
 : 9%	0%	0%[10 µM]	-24%	-12%	?	5%	?
> CC1(C)CC(NC(=S)NCc2ccco2)CC(C)(C)N1
 : 14%	0%	4%	-1%	-8%	6%	12%	-7%
> Cc1cccc(C(=O)Nc2ccccc2N2CCN(c3ccc(F)cc3)CC2)c1
 : 10%	6%	10%[10 µM]	-20%	?	-9%	-24%	8%
> COCCn1cc(C(=O)NCc2cccs2)c2c3ccccc3n(C)c2c1=O
 : -11%	-9%	-18%	-15%	?	?	0%	?
> Cc1cccc(C(=O)NNC(=O)Nc2ccccc2)c1
 : -1%	4%	-3%	0%	-2%	4%	11%	-1%
> COc1ccc(N2CC(O)=C(c3nc(-c4ccc(Cl)cc4)cs3)C2=N)cc1
 : 23%	14%	-37%[inhibitor]	-17%	-9%	6%	12%	-2%
> C#CC(C)(CC)NC(=O)c1cc2c(n(-c3ccc(Cl)cc3)c1=O)CC(C)(C)CC2=O (stereo not given)
 : /	2%	/	-8%	-4%	/	0%	/
> C#CCSc1[nH]c(=O)cc(C)c1C#N
 : 4%[9.22 µM]	-1%	13%[10 µM]	5%	0%	?	2%	-5%
> COc1ccccc1CN1CCN(C(=O)c2ccncc2)CC1
 : ?	-5%	-7%	-7%	-6%	?	28%	?
> COc1ccc(/C=C(/NC(=O)c2ccccc2)C(=O)N/N=C/c2sccc2C)cc1
 : 9%	-6%	-16%[10 µM]	-12%	-10%	?	0%	?
> CC1=C(C(=O)N(C)CCC#N)C2(CCCCC2)OC1=O
 : ?	4%	0%	2%	-4%	19%	-6%	7%
> O=C(N/N=C/c1cccc([N+](=O)[O-])c1)C1CC(=O)N(c2ccc(F)cc2)C1 (stereo not given)
 : 6%	3%	7%[1.9 µM]	-12%	-9%	-10%	-6%	-9%
> CCOC(=O)Nc1csnn1
 : 8%[9.22 µM]	3%	12%[10 µM]	-1%	-3%	/	/	-2%
> Cc1cc(OCCCCCNCCO)cc(C)c1Cl
 : 14%	8%	-11%[10 µM]	4%	5%	-6%	0%	-7%
> CCOC(=O)C1(CCCc2ccccc2)CCN(C(=O)[C@@H]2C[C@@H](C)NC(=S)N2)CC1
 : ?	-3%	-22%	1%	-3%	?	/	8%
> Cn1c(SCC(=O)c2ccc(F)cc2)nnc1-c1ccccc1N
 : ?	-3%	-7%	-5%	-9%	-9%	-8%	-3%
> C/C(=N\NC(=O)c1ccc(OC2OCCOC2Oc2ccc(C(=O)N/N=C(\C)c3ccncc3)cc2)cc1)c1ccncc1 (stereo not given)
 : -11%[9.22 µM]	?	-14%[10 µM]	-15%	?	?	/	3%

Some of the compounds tested (hit frequency here may not be typical).
